Screening data: PubChem, several laboratories
FadD28 FP inh: inhibitors of Mycobacterium tuberculosis FadD28 bisubstrate binding; FadD28 bisubstrate probe binding, fluorescence polarization; inhibition, % at 12.5 µM; AID 588549; 0.22% of 360,000 active; in the data active = inhibition above about 8.5%, passing the limit was not always enough; inconclusive = no clear call, values can overlap the other calls
TcdB GH inh: blocks C. difficile toxin B glycohydrolase activity. AID 652162. 0.24% of 350,000 active. P18177. inhibition, % at 9.99 µM. TcdB glycohydrolase enzymatic assay, plate reader; in the data active = inhibition above about 10%
Target sequence (P18177 whole entry, looked up): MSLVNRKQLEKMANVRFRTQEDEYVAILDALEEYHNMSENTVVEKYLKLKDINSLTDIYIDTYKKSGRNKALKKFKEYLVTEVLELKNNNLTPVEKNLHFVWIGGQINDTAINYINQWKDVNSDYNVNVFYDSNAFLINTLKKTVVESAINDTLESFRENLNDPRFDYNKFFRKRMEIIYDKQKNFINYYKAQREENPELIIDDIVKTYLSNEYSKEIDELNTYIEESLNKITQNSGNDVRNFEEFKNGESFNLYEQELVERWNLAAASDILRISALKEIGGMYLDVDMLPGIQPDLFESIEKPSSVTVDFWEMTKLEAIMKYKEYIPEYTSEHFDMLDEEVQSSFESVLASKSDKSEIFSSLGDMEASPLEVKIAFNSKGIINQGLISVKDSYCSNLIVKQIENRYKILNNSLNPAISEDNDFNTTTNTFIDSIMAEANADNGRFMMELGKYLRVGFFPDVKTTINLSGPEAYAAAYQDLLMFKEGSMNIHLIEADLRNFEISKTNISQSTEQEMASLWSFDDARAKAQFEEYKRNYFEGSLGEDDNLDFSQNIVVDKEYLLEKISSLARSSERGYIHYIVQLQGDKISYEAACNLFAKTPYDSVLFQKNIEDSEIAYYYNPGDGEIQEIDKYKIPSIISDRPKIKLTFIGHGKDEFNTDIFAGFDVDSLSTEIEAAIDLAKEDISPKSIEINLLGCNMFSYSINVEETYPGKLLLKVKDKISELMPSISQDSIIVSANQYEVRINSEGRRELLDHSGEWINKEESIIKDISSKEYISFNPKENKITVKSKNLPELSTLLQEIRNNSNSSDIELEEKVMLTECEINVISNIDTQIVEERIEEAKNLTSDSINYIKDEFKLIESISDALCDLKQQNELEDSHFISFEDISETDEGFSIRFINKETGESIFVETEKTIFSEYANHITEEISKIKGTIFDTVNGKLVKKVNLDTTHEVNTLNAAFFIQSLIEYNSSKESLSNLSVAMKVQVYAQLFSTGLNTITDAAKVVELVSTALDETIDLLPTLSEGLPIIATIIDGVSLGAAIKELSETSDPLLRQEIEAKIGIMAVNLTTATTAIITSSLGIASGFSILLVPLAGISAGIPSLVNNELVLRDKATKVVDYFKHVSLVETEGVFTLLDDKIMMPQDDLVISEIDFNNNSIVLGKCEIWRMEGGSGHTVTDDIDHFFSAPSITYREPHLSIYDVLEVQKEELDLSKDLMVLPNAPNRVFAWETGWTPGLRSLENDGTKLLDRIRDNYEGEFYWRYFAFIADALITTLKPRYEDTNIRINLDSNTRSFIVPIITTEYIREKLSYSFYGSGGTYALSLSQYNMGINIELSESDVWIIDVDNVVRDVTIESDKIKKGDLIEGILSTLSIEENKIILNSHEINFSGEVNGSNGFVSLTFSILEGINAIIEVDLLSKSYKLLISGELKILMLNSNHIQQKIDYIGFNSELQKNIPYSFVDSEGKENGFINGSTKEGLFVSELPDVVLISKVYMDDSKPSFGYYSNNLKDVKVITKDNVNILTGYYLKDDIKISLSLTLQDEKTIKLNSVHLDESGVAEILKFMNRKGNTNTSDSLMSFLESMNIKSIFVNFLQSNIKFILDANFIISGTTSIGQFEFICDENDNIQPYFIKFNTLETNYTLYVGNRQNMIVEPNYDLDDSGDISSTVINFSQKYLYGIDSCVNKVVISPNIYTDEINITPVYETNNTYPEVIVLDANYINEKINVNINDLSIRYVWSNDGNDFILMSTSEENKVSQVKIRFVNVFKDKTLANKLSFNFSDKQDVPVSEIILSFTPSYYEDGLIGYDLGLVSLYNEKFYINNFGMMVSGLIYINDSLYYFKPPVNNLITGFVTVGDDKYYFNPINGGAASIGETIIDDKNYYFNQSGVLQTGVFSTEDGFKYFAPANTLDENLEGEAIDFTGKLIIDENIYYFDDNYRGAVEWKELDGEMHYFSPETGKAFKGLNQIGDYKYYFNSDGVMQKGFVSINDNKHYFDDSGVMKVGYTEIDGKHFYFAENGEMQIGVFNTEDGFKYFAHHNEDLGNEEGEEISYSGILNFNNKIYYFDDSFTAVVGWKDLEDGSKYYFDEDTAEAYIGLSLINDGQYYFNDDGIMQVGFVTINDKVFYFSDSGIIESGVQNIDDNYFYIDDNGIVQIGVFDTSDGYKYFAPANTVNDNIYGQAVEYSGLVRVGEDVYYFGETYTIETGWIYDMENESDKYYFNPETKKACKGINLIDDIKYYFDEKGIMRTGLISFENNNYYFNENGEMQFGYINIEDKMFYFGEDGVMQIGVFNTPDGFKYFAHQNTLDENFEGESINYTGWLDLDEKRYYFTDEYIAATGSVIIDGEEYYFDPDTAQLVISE
BH1578 lux ind: quorum light induction in luxS cqsA deficient V. cholerae. V. cholerae BH1578 lux reporter, luminescence, 6 h. activation, % at 18.7 µM. AID 588436. 0.16% of 350,000 active; in the data active = activation mostly above about 9.7%, no sharp cut-off; inconclusive = no clear call, values can overlap the other calls; inactive = mostly below about 3.7%; also: not every result past the cut was called active; inactives centre near 0; reference of the scale not given here
GDH-TPI inh: GDH-TPI coupled enzyme inhibition counter-screen. GDH-TPI coupled enzyme counterscreen, NADH absorbance. inhibition, % at 4.8 µM. 1.2% of 360,000 active. AID 588335; in the data active = inhibition above about 30%;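 also: 0% = DMSO wells and 100% = wells lacking the enzyme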
PfHsp40 rescue: rescue of PfHsp40-mediated yeast toxicity; AID 504582; growth rescue, % at 12.5 µM; S. cerevisiae expressing PfHsp40, growth rescue, ATP luminescence; 0.68% of 340,000 active; in the data active = growth rescue above about 28%, passing the limit was not always enough; inconclusive = no clear call, values can overlap the other calls;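 also: yeast W303a lacking pdr1 and pdr3 grown in galactose medium; growth measured after three days at 30 °C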
FBA Mtb inh: inhibits M. tuberculosis FBA enzyme | P9WQA3 | purified M. tuberculosis FBA, fluorescence read-out | inhibition, % at 1 µM | 2.3% of 360,000 active | AID 588726; in the data active = inhibition above about 27%;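 also: 0% = vehicle and 100% = reference inhibitor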
Mtb BioA inh: blocks M. tuberculosis BioA enzyme activity; purified M. tuberculosis BioA enzyme, plate reader; inhibition, % at 9.99 µM; 0.096% of 360,000 active; in the data active = inhibition above about 40%; inconclusive = no clear call, values can overlap the other calls
Mtb UGM inh: Mtb UDP-galactopyranose mutase inhibition; P9WIQ1; purified UGM, fluorescence polarization probe displacement; inhibition, % at 10 µM; 0.06% of 320,000 active; in the data active = inhibition above about 10%, passing the limit was not always enough; inconclusive = no clear call, values can overlap the other calls
Yp Topo-I inh: inhibitors of Yersinia pestis topoisomerase I; Y. pestis Topo-I cleavage product accumulation, plate reader; activity, % at 10 µM; 0.064% of 360,000 active; AID 504884; in the data active = activity above about 50%, passing the limit was not always enough; inconclusive = no clear call, values can overlap the other calls; also: inactives centre near 2
* marks the source's active call; other numbers are inactive results; i = inactive; ? = inconclusive; · = not tested or not shown; & = joins results of further samples. Hits appear at their usual frequency, and some 4.6% of all compounds hit somewhere here.

SMILES | FadD28 FP inh | TcdB GH inh | BH1578 lux ind | GDH-TPI inh | PfHsp40 rescue | FBA Mtb inh | Mtb BioA inh | Mtb UGM inh | Yp Topo-I inh
O=S(=O)(c1cccc2nonc12)N1CCN(c2cccc(Cl)c2)CC1 | -0.4 | · | -0.4 | 5.8 | 1.5 | -2.3 | 1.5 | -1.2 | 8.7
COCCCC1CCN(C(=O)C2CCC(=O)N(CC3CCCCC3)C2)CC1 (stereo unspecified) | -1.8 | 1.0 | i | -3.5 | -1.2 | 0.1 | 0.9 | -0.4 | 10.5
COc1ccc(-c2noc(CSc3ccccc3)n2)cc1OC | -4.3 | · | -2.6 | 1.5 | 3.9 | -0.6 | 6.4 | -1.5 | 17.6
COc1ccc(/C=C\C(=O)Oc2cccc(/C=N/NC(=O)Cc3ccc(OC)c(OC)c3)c2)cc1 | -4.1 | · | -0.6 | 11.0 | -0.5 | -0.3 | · | -1.0 | 10.5
CN(Cc1nc(-c2ccc(Cl)cc2)no1)C(=O)CCN1C(=O)[C@H]2CC=CC[C@H]2C1=O | -0.6 | -0.1 | -2.2 | 2.6 | -0.5 | -2.0 | 0.7 | -2.4 | 27.9
O=C1C(Cl)=C(N2CCCC2)C(=O)N1c1ccc(F)cc1 | -2.6 | 0.1 | i | 6.8 | 0.1 | -1.6 | -1.5 | -0.5 | 6.7
CSC1SCC2C(=O)N(C)C(C(C)C)C(=O)OCC(NC(=O)c3cnc4ccccc4n3)C(=O)NC(C)C(=O)N(C)C1C(=O)N(C)C(C(C)C)C(=O)OCC(NC(=O)c1cnc3ccccc3n1)C(=O)NC(C)C(=O)N2C (stereo unspecified) | -2.3 | 1.0 | i | 13.8 | 3.9 | 1.4 | · | · | 2.4
COC(=O)c1ccccc1S(=O)(=O)NCc1nc2nc(C)cc(C)n2n1 | -1.1 | 0.5 | -0.3 | -1.4 | 0.0 | -0.9 | 0.4 | 2.1 | 4.9
CC(=O)Nc1cccc(-c2ccnc3c2CC(C)(C(=O)Nc2ccc4c(c2)OCO4)O3)c1 (stereo unspecified) | -2.8 | 0.6 | -0.3 | 8.0 | · | 3.1 | 2.6 | · | 6.7
Cc1cc(=O)[nH]c(-n2nc(C)c(Oc3ccccc3O)c2C)n1 | 0.2 | · | i | 7.8 | -1.3 | -0.1 | 0.4 | 2.6 | 5.3
O=C(CN1C(=O)NC2(CCCCC2)C1=O)N1CCN(S(=O)(=O)c2ccc(F)c(F)c2F)CC1 | -4.1 | 0.3 | i | -2.4 | 0.5 | -1.3 | · | · | -0.1
O=C1CN=CN=CN1c1ccc(Cl)cc1Cl | -1.0 | -1.6 | -0.2 | -0.8 | 0.9 | 0.7 | · | -1.0 | -6.5
COc1ccc(-c2nn(-c3ccccc3)cc2C(=O)N(C)CC(=O)Nc2ccccc2Br)cc1 | -0.9 | 1.0 | i | -1.5 | 4.7 | 0.1 | -1.7 | · | 16.9
Cc1ccc(SCc2[nH]nc3c2C(c2cccnc2)C(C#N)=C(N)O3)cc1 (stereo unspecified) | -1.5 | 1.1 | -3.6 | 6.4 | 0.1 | -1.5 | 2.6 | 0.8 | -8.1
Cc1ccc(C2CC(=O)c3cnc(N4CCN(c5ccccc5)CC4)nc3C2)cc1 (stereo unspecified) | -3.3 | 2.1 | -0.3 | -1.0 | -1.5 | 2.2 | 0.2 | 0.7 | 4.4
Nc1c(C(=O)NCc2ccco2)sc2nc(N3CCOCC3)c3c(c12)CCCC3 | -2.6 | · | · | 12.2 | 0.4 | 25.0 | 2.6 | -0.2 | 5.8
Cc1c(Cl)c([N+](=O)[O-])nn1CC(=O)N1CCCc2ccccc21 | -3.0 | 1.2 | -0.4 | -3.8 | -0.6 | 0.6 | · | -3.2 | -5.6
CCOc1ccc(NC(=O)Nc2ccc(Br)cn2)cc1 | -0.3 | 1.0 | i | 14.4 | 0.7 | -4.4 | · | -3.6 | 8.5
O=C1N(Cc2cccnc2)C[C@@H]2C[C@@H](c3cccc(C(F)(F)F)c3)N3CCC[C@@]123 | -3.8 | 1.1 | i | -1.0 | 0.1 | -3.0 | · | 3.3 | 1.5
CS(=O)(=O)c1ccc(-c2sc3ccccc3c2C(=O)N2CCN(c3ccc(F)cc3)CC2)cc1 | 0.3 | 0.7 | i | 7.6 | 1.9 | 4.1 | -1.7 | 5.5 | 6.6
COC(=O)Nc1ccc(S(=O)(=O)N2CCN(C)CC2)cc1 | -2.9 | · | -0.2 | -3.2 | 0.3 | 2.6 | 1.5 | 3.5 | -1.3
COc1ccc(NC(=O)c2ccc(S(=O)(=O)N3CCCC3)cc2)cc1OC | -0.5 | 0.2 | 1.4 | 1.1 | -0.8 | 0.5 | 9.4 | 3.7 | 3.8
C[C@H](NC(=O)[C@H]1N2C(=O)c3ccccc3C2SC1(C)C)C(=O)NCC1CCCO1 (stereo partly specified) | -1.8 | 0.4 | 3.1 | 5.6 | 0.6 | 3.1 | 1.0 | -0.4 | 5.4
CCc1cccc2c(C(=O)COC(=O)c3cnc(C)cn3)c[nH]c12 | 13.0* | 0.6 | 1.8 | 18.6 | 0.4 | 2.9 | 3.4 | -0.1 | 2.4
Cc1onc(-c2ccccc2Cl)c1C(=O)NCCCN1CCOCC1 | -3.3 | · | i | 5.7 | -0.7 | -5.9 | 1.4 | -0.5 | 3.8

More results follow:
SMILES | FadD28 FP inh | TcdB GH inh | BH1578 lux ind | GDH-TPI inh | PfHsp40 rescue | FBA Mtb inh | Mtb BioA inh | Mtb UGM inh | Yp Topo-I inh
O=[N+]([O-])c1ccc(NN=Cc2ccccc2O)nc1 | · | -0.8 | -5.6 | 23.7 | -1.8 | -18.3 | -0.1 | · | 4.6
O=C(c1cc(COc2c(F)cccc2F)on1)N1CCc2ccccc2C1 | -0.4 | 0.0 | -8.5 | -7.8 | 0.6 | 3.5 | 3.1 | 3.0 | 17.9
Cn1ccs/c1=N\S(=O)(=O)c1ccc(C(C)(C)C)cc1 | -1.3 | · | -2.0 | 4.3 | 1.1 | 1.7 | -2.0 | 3.5 | 7.9
COc1ccc(NC(=O)Nc2ccc3c(c2)C(=O)N([C@H](C)CO)C[C@H](C)[C@@H](CN(C)C(=O)NC(C)C)O3)cc1 | 0.8 | -0.3&7.4 | -0.3 | 5.4 | -1.5 | 4.1 | 2.3&-0.1 | -0.6 | 12.1
CN(C)/N=C/C=C1\CC/C(=C\c2ccc(F)c(F)c2)C1=O | -4.0 | 0.2 | -0.2 | 5.1 | 3.1 | -9.2 | · | -2.3 | -6.9
COc1ccc(-c2cc(C(=O)N3CCCCC3)c3ccccc3n2)cc1 | -1.8 | -3.7 | -0.6 | 12.2 | 0.8 | 128.0* | 0.6 | 3.9 | 4.9
Cc1ccc(S(=O)(=O)N/N=C\c2cn(CC(N)=O)c3ccccc23)cc1 | 0.2 | 0.2 | · | 5.2 | -0.1 | 0.7 | 1.9 | -0.2 | -7.4
CCN(CC)S(=O)(=O)c1cccc(NC(=O)CSc2nc3ccccc3[nH]2)c1 | -1.5 | 1.2 | -0.2 | -7.1 | 2.8 | -0.5 | · | 3.4 | 2.4
CCOc1ccc(CCNC(=O)CCCN2C(=O)c3ccccc3C2=O)cc1OCC | -2.0 | · | i | -12.1 | -1.6 | 0.0 | -1.3 | -3.3 | -9.1
O=C(CCNC(=O)c1ccco1)Nc1ccc(Cl)cc1F | 1.6 | -0.7 | -2.8 | -3.8 | -1.3 | -1.3 | -1.8 | -1.0 | -1.8
Fc1ccc(Cn2nnnc2CN2CCN(C3CCCCC3)CC2)cc1 | -3.7 | · | -0.7 | 8.3 | -1.0 | -1.0 | -1.1 | -0.5 | 1.8
O=C(/C=C/c1ccco1)Oc1cc(Br)cc(/C=N/NC(=O)c2ccccc2O)c1 | -2.2 | · | -0.2 | 43.2* | 1.5 | 2.7 | -0.6 | 2.5 | -7.0
CC(=O)NC(Cc1ccc(F)cc1)C(=O)NC1CCN(C(=O)NCc2ccccc2)CC1 (stereo unspecified) | -0.3 | 0.5 | -6.9 | 9.1 | -0.6 | -0.6 | 0.7 | -0.6 | 3.2
CS(=O)(=O)Cc1ccc(C(=O)NCC2(N3CCCCC3)CCCCC2)cc1 | -0.3 | 1.3 | -0.2 | 6.2 | 0.1 | 1.3 | -3.2 | 0.8 | -3.3
NS(=O)(=O)c1ccc(NC(=S)Nc2ccc(C(=O)N3CCCCC3)cc2)cc1 | -2.7 | 1.3 | -0.8 | 7.5 | -0.9 | -5.1 | · | 3.0 | -3.1
Cc1ccc(C(=O)c2coc3ccc(O)c(CN4CCN(C)CC4)c23)cc1 | 1.3 | · | -0.5 | 4.3 | ? | -0.2 | -0.8 | 1.9 | -0.2
C=C/C(C)=C/CC1C(=C)CCC2C(C)(C(=O)O)CCCC12C (stereo unspecified) | -1.4 | -0.2 | -0.3 | -5.9 | -0.3 | -2.4 | 0.7 | -0.1 | 0.8
COc1ccc(O[C@@H]2O[C@H](COC(C)=O)[C@@H](OC(C)=O)[C@H](OC(C)=O)[C@H]2NC(C)=O)cc1 | -4.4 | 0.7 | -0.4 | 0.0 | -1.5 | -0.1 | -1.5 | -1.3 | 0.6
Cc1ccc(SCCNC(=S)Nc2cc(C)cc(C)c2)cc1 | -3.7 | · | i | 3.4 | 2.2 | -1.2 | 0.4 | 2.9 | 44.5
Cc1ccc(CN2CCNC(=O)C2CC(=O)N(C)C2CCCCC2)cc1 (stereo unspecified) | -2.2 | -0.8 | -0.3 | 8.6 | -1.4 | 1.4 | 0.3 | -3.1 | -1.7
COc1ccc(CN(C(=O)c2ccco2)c2ccc(Br)cc2)cc1OC | -6.4 | · | -5.0 | -3.1 | 3.5 | 2.4 | 36.5 | 0.5 | 47.6
O=C(N/N=C/c1ccc(Br)o1)c1cncc(Br)c1 | -1.6 | -8.1 | -0.3 | 33.6* | -0.9 | -0.3 | · | 1.8 | 4.1
CCn1c(CNC(=O)c2cccs2)n[nH]c1=S | -5.0 | 0.3 | -0.6 | -3.0 | -0.6 | -0.4 | 3.3 | -0.7 | 5.9
O=C(CSc1ccc(-c2ccccn2)nn1)N1CCCCC1 | -0.3 | -0.5 | 3.0 | 1.2 | 134.8* | 3.1 | · | -0.9 | -0.8
O=C1OCc2ccc(NC(=O)c3ccccc3C(=O)O)cc21 | 0.6 | 0.1 | i | 5.7 | -0.9 | 10.3 | 2.7 | -0.3 | 6.2

Entries above that have a nitro group on carbon, in the order listed:
SMILES | FadD28 FP inh | TcdB GH inh | BH1578 lux ind | GDH-TPI inh | PfHsp40 rescue | FBA Mtb inh | Mtb BioA inh | Mtb UGM inh | Yp Topo-I inh
Cc1c(Cl)c([N+](=O)[O-])nn1CC(=O)N1CCCc2ccccc21 | -3.0 | 1.2 | -0.4 | -3.8 | -0.6 | 0.6 | · | -3.2 | -5.6
O=[N+]([O-])c1ccc(NN=Cc2ccccc2O)nc1 | · | -0.8 | -5.6 | 23.7 | -1.8 | -18.3 | -0.1 | · | 4.6

Going on with the list.
SMILES | FadD28 FP inh | TcdB GH inh | BH1578 lux ind | GDH-TPI inh | PfHsp40 rescue | FBA Mtb inh | Mtb BioA inh | Mtb UGM inh | Yp Topo-I inh
O=C(Oc1cccnc1)c1ccc(Cl)c(Cl)c1 | -10.6 | · | -0.6 | -1.6 | -0.2 | 0.5 | -0.9 | 0.0 | 1.8
O=C1N[C@@H](Cc2c[nH]c3ccccc23)COC(=O)[C@@H](Cc2ccc(F)cc2)C/C=C\C[C@H]1CC(=O)N(CCO)Cc1ccccc1 | -2.5 | 2.5 | 0.4 | 4.9 | 7.0 | 0.8 | -1.0 | 0.7 | 8.8
COCCCNC(=O)CCN1N=C(c2ccccc2)CCC1=O | -2.0 | -0.3 | i | -9.9 | 0.1 | 0.2 | -0.3 | 0.9 | -2.7
CC(=O)NCCc1nc2cc(NS(=O)(=O)c3ccccc3)ccc2n1C | 0.4 | 1.7 | -0.4 | 3.0 | 0.4 | 0.8 | -2.5 | 0.0 | -3.5
CC1CC(C)CN(C(=O)c2cccc(S(=O)(=O)NCc3ccccc3)c2)C1 (stereo unspecified) | -2.6 | 0.4 | 0.6 | -0.6 | -0.2 | 1.6 | 0.5 | 1.1 | 16.9
C/C(=N\N=C1\NC(=O)C(CC(=O)Nc2ccc(C)c(Cl)c2)S1)C(C)C (stereo unspecified) | -2.4 | -0.3 | -0.2 | -8.1 | -0.1 | -0.6 | · | -2.1 | 7.0
